procasp7 counter: activates human procaspase-7, counter-screen for procaspase-3 activators | activation, % at 8.5 µM | recombinant procaspase-7, Ac-DEVD-pNA absorbance 405 nm; D23A/D198A/D206A triple mutant, cannot self-cleave; scale: DMSO 0, 5 µM enzyme 100 | P55210 | 0.093% of 330,000 active;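 active means percent activation above the screen-wide mean plus 3 SD, cut at about 25% in these data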
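System: Procaspase-7 triple mutant (PC-7 D3A); measure: % activation from two-timepoint absorbance difference, scaled to controls; times: 1 h compound preincubation, 2 h substrate cleavage, 25 °C; also added: Ac-DEVD-pNA substrate, 400 µM as added; measured by: Epi-absorbance of released pNA at 405 nm, two timepoints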
PP5 primary: inhibitors of human protein phosphatase 5 (PP5); AID 1987; purified PP5c, OMFP substrate fluorescence; 0.18% of 320,000 active; inhibition, % at 6.7 µM;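 active means inhibition above the campaign's mean inhibition across all tested compounds plus 3 SD, cut at about 9.5% in these data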;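 further: 0% = DMSO only and 100% = 100 µM cantharidin control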
Target sequence (P53041 whole entry, looked up): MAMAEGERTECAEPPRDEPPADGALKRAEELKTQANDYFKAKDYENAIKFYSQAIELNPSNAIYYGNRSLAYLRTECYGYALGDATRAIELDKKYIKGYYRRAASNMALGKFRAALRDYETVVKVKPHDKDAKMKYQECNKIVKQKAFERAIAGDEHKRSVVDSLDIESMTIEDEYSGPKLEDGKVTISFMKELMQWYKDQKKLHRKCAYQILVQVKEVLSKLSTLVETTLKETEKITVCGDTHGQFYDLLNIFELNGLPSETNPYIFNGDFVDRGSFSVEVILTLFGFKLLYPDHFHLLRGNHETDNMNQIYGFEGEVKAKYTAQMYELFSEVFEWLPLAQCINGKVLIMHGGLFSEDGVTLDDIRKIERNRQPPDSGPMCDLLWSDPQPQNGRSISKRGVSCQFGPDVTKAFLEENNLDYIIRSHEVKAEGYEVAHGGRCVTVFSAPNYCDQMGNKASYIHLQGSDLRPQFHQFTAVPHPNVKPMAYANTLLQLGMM
PP1 inh: PP1-alpha (human) inhibition in PP5 counter-screen | P62136 | purified PP1alpha, OMFP fluorescence | inhibition, % at 6.7 µM | 0.9% of 320,000 active;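 active means inhibition above the mean inhibition of all tested compounds plus 3 SD, computed separately for each screening campaign, cut at about 15% in these data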
Efflux pump inh: blocks antifungal efflux pumps in multiplex yeast assay. 0.44% of 330,000 active. AID 485275. S. cerevisiae Candida pump triplex, Nile Red efflux. inhibition, % at 10 µM;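 active means plate passing quality check with inhibition over a set limit, or well fluorescence over plate mean plus 4 SD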;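 further: Nile Red retained in pooled yeast measured as flow cytometry median fluorescence; 0% = buffer negative control and 100% = Enniatin B positive control; higher means more Nile Red kept so more efflux inhibition; some compounds called inactive have numbers as strong as hits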
core dimer inh: HCV core protein dimerization inhibition | TR-FRET GST/Flag-core106 dimerization, 1536-well | inhibition, % at 5 µM | 0.33% of 300,000 active | AID 1899;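 active means inhibition above the mean of all tested compounds plus 3 SD, set per screening campaign, cut at about 45% in these data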
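Material: GST/Flag-tagged HCV core106 proteins. Incubation: 4 h, 22.5 °C incubation. Read-out basis: inhibition (%) from 671 over 617 nm ratio. Measured by: TR-FRET, excitation 340 nm, emission 617 and 671 nm.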
CTSL1 counter: cathepsin L1 inhibition, PFM18AAP counter-screen. inhibition, % at 5.96 µM. 0.49% of 300,000 active. recombinant F. hepatica cathepsin L1, Z-Leu-Arg-MCA fluorescence;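 active means inhibition above the mean of all tested compounds plus 3 SD, set per screening campaign, cut at about 17% in these data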;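 further: 0% = plate median of test compound wells and 100% = 1 µM Z-Phe-Ala-diazomethylketone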
JMJD2C inh: blocks human GASC-1 demethylase activity. inhibition, % at 2.35 µM. AID 2099. 0.069% of 330,000 active. GST-JMJD2C(1-420) H3K9me3 demethylation, DELFIA europium. Q9H3R0;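 active means more than half of a compound's replicate wells show inhibition beyond 50%, single wells judged on their own value; inconclusive means some, but no more than half, of replicates pass 50% inhibition; inactive means no replicate passes 50% inhibition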;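 further: signal counts dimethyl H3K9 product captured on neutravidin plate; 0% = median of DMSO wells and 100% = 0.3 times that DMSO median; strong numbers were not always called active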
Target sequence (Q9H3R0 1-420 limits assumed): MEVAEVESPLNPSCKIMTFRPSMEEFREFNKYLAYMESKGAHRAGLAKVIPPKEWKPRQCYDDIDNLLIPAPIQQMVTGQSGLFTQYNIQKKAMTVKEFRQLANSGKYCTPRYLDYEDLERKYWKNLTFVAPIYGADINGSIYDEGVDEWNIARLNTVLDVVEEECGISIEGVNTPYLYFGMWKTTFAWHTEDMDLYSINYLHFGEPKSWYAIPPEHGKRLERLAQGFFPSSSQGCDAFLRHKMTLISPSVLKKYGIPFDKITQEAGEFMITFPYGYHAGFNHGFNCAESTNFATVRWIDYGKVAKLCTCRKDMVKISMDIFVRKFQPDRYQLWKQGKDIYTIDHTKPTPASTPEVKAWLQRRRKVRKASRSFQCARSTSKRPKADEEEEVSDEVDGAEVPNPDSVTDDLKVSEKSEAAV
TPT1 inh: inhibitors of Candida albicans tRNA 2'-phosphotransferase TPT1 | recombinant caTPT1, FP RNA substrate dephosphorylation | inhibition, % at 5 µM | 0.81% of 300,000 active;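 active means inhibition above the mean of all tested compounds plus 3 SD, set per screening campaign, cut at about 24% in these data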;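 further: plate controls were DMSO alone for no effect and ferristatin control at 100 nM for full effect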
procasp3 activ: activators of human procaspase-3; 0.11% of 330,000 active; activation, % at 8.5 µM; recombinant procaspase-3 D3A, Ac-DEVD-pNA absorbance 405 nm; P42574;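 active means activation above the mean of all tested compounds plus 3 SD, cut at about 21% in these data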;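 further: 0% = DMSO alone and 100% = DMSO wells spiked with extra 5 µM PC-3 D3A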
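Assay system: Autoprocessing-dead procaspase-3 D3A mutant enzyme; also added: Ac-DEVD-pNA; doses: one concentration, 8.5 µM nominal, 0.8% DMSO; times: 1 h compound preincubation, 2 h substrate hydrolysis at 25 °C; technique: 405 nm absorbance of p-nitroaniline, reads at 0 and 120 min; measure: % activation between DMSO and enzyme-spiked controls; repeats: single replicate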
An asterisk follows results filed as active; ? = inconclusive; . = not tested or not shown.

The first 4 records as a preview:
SMILES	procasp7 counter	PP5 primary	PP1 inh	Efflux pump inh	core dimer inh	CTSL1 counter	JMJD2C inh	TPT1 inh	procasp3 activ
CCc1ccc(NS(=O)(=O)c2cc3c(cc2C)n(C)c(=O)c(=O)n3C)cc1	4	2.9	1	0.1	2	3	-5	-4	-4
O=S1c2ccccc2Nc2ccccc21	0	-7.6	4	-0.1	-13	3	5	-1	9
CN(C)/C=N/n1cnc2ccccc2c1=O	4	-1.2	-1	0.0	-8	-5	5	-1	-1
Cc1cc(C)c2nc(N3CCCN(C(=O)c4ccco4)CC3)c(C#N)cc2c1	-18	-1.0	8	0.2	31	4	4	12	-13

The listing, from the start:
SMILES	procasp7 counter	PP5 primary	PP1 inh	Efflux pump inh	core dimer inh	CTSL1 counter	JMJD2C inh	TPT1 inh	procasp3 activ
CCc1ccc(NS(=O)(=O)c2cc3c(cc2C)n(C)c(=O)c(=O)n3C)cc1	4	2.9	1	0.1	2	3	-5	-4	-4
O=S1c2ccccc2Nc2ccccc21	0	-7.6	4	-0.1	-13	3	5	-1	9
CN(C)/C=N/n1cnc2ccccc2c1=O	4	-1.2	-1	0.0	-8	-5	5	-1	-1
Cc1cc(C)c2nc(N3CCCN(C(=O)c4ccco4)CC3)c(C#N)cc2c1	-18	-1.0	8	0.2	31	4	4	12	-13
CCOc1ccc(NC(=O)CCC(=O)NNC(=O)COc2ccc(C)cc2Br)cc1	-6	-0.1	-3	0.1	8	-10	-11	-1	12
O=C(NN=C(Cc1ccccc1)Cc1ccccc1)c1ccc(F)cc1	-1	2.4	-1	0.1	2	-4	10	0	1
Cc1cc(C(=O)Nc2ccccc2Cl)c2ccccc2n1	2	2.6	0	-0.1	-7	-3	1	4	6
CC(=O)Nc1nc(CC(C)C)cc(-c2ccccc2)c1C#N	9	-0.1	0	-0.2	-2	-1	-2	-1	-5
N#CC1=C(N)C(C#N)(C#N)C(c2ccc[nH]2)C2CCCC=C12 (stereo unspecified)	-14	0.9	2	-0.1	-7	2	-13	9	-7
Cc1ccc(S(=O)(=O)N2CCOCC2)cc1C(=O)N1CCOCC1	5	2.2	0	0.1	1	0	-24	3	-10
CCCC(=O)Nc1c(-c2ccc(OC)cc2)c(=O)c2ccccc2n1C	5	-0.8	-2	0.0	-2	-1	30	2	-3
CCCn1nc(C(=O)NC2CCCC2)c2ccccc2c1=O	3	.	.	0.2	.	.	2	.	-8
O=C(Nc1ccccc1N1CCCCC1)c1ncoc1-c1ccc(F)cc1	21	3.4	-3	-0.1	3	-2	4	2	-3
CN(C)C(CNC(=O)c1cc(S(=O)(=O)N(C)c2ccccc2)ccc1Cl)c1ccccc1 (stereo unspecified)	9	0.8	0	0.0	-1	4	25	2	-4
Nc1cc(=O)[nH]c(SCC(=O)N2N=C(c3ccc(Cl)cc3)CC2c2ccco2)n1 (stereo unspecified)	-29	3.5	20*	0.2	49*	-2	-3	3	-6
CS(=O)(=O)c1nc(-c2ccc(Br)cc2)n[nH]1	5	-1.3	2	0.3	-1	-2	7	3	-5
CC(C)(C)OC(=O)C[C@@H]1C/C=C\C[C@H](CC(=O)N[C@H](CO)Cc2ccccc2)C(=O)N[C@H](Cc2ccccc2)COC1=O	0	.	.	0.0	.	.	19	.	-6
CC1CN(C(=O)c2ccc(COc3ccc(C(C)C)cc3)o2)CC(C)O1 (stereo unspecified)	3	0.5	0	-0.1	8	2	5	0	5
CCOc1ccc(N2C(=O)c3ccc(C(=O)OCc4c(C)noc4C)cc3C2=O)cc1	5	-0.3	0	0.0	-4	-2	-7	-2	4
OCCC1CN(Cc2nc(-c3ccccc3)cs2)CCN1Cc1ccc(F)cc1 (stereo unspecified)	0	0.5	1	0.6	-2	-4	0	3	0
COc1ccc(C(=O)Nc2ccc3c(c2)OCCO3)cc1S(=O)(=O)N1CCOCC1	5	2.7	-2	-0.2	.	.	7	.	2
Cc1ccc(C(=O)CN(C(=O)c2ccc(Cl)c(Cl)c2)N2C(=O)C3CCCCC3C2=O)cc1C (stereo unspecified)	4	0.7	-2	-0.1	10	-6	0	-3	5
CN(C)c1ccc(N2C(=NC(=O)COc3ccccc3)SC3CS(=O)(=O)CC32)cc1 (stereo unspecified)	-1	-2.5	-1	0.0	8	0	-8	0	2
O=C(O)C1C2CCC(O2)C1C(=O)Nc1cccc(Cl)c1 (stereo unspecified)	9	69*	70*	-0.2	8	-1	3	-2	3
Cn1c(CNC(=O)c2ccco2)nnc1SCC(=O)c1ccccc1	-1	1.4	2	-0.1	3	-2	-9	-2	2
Additional results follow.
SMILES	procasp7 counter	PP5 primary	PP1 inh	Efflux pump inh	core dimer inh	CTSL1 counter	JMJD2C inh	TPT1 inh	procasp3 activ
O=S(=O)(Cc1ccccc1)NCc1ccccn1	-1	1.9	5	0.1	-3	-1	-9	0	16
O=C1CS/C(=N/N=C/c2cccs2)N1	8	-1.1	-2	-0.1	3	0	-2	20	5
Cc1cc(=O)n2nc(-c3ccc(C(F)(F)F)cc3)sc2n1	4	2.1	-1	0.0	-1	-2	9	-2	-1
CCCN[C@@H]1C(=O)N2C(C(=O)OCCC)=C(C)CS[C@H]12	-7	-0.6	1	0.1	-6	-1	-25	-3	-10
O=C(NNc1cc(C(F)(F)F)nc2ccccc12)Nc1cccc(Cl)c1	6	3.5	-2	0.0	1	2	1	-4	9
COCc1cc(/C=N\NC(=O)Cc2ccc(Cl)cc2)ccc1OC	6	1.5	-3	-0.3	9	-1	7	-4	11
COC(=O)c1ccc(Cl)c(NC(=O)CN(c2ccc(OC)cc2)S(=O)(=O)c2ccccc2)c1	10	3.2	-1	0.0	13	2	-5	-4	3
O=C(N/N=C/c1ccccn1)NC12CC3CC(CC(C3)C1)C2	4	2.9	-2	0.1	2	1	6	1	3
C[C@H](NC(=O)C1CCN(S(=O)(=O)c2ccccc2)CC1)C(=O)NCc1ccccc1	7	1.2	-7	-0.2	-3	0	19	2	10
CNC(=O)COc1ccc(Nc2nnc(-c3ccc(C)c(S(N)(=O)=O)c3)c3ccccc23)cc1	5	2.7	3	0.6	-1	5	3	3	5
Cc1ccccc1CNc1ncnc2cc(Cl)ccc12	5	-1.3	-2	-0.2	13	4	5	-3	8
CCSc1nnc(NC(=O)NC2CCCCC2)s1	-4	0.9	0	0.0	-3	-1	0	-1	-1
CCn1c(SCC(=O)Nc2cccc(S(=O)(=O)N(C)c3ccccc3)c2)nnc1C1CC1	4	2.1	1	0.1	.	.	-7	.	-3
Cc1ccc(OC(C)C(=O)Nc2cc(C)on2)cc1 (stereo unspecified)	-11	1.2	-2	0.1	1	4	?	-3	-1
O=C(Cc1c(C(=O)O)[nH]c2ccccc12)NCCN1CCN(c2ccccc2F)CC1	-6	1.2	-1	0.1	-3	4	-26	1	5
CN(C)C1=NC[C@H](Cc2ccccc2)N1CCc1cccc(F)c1	9	0.7	2	-0.2	-21	0	-3	-4	7
CCN=C(NCC)SC1CC(=O)N(c2ccc(OCC)cc2)C1=O (stereo unspecified)	-10	1.9	-3	0.3	-1	0	6	-1	-11
CCOc1ccccc1CNCCNCC(C)O (stereo unspecified)	3	-0.8	-1	-0.1	-16	0	7	-3	1
CCN(CC)S(=O)(=O)c1cc(C(=O)OCC(=O)c2ccc3c(c2)NC(=O)CO3)ccc1F	5	4.3	-3	-0.1	4	-7	1	-4	0
C/C(=N/N=C(\C)c1ccccc1O)c1ccccc1O	-4	2.0	-4	0.2	-4	-1	8	4	2
CCOc1ccc(Br)cc1S(=O)(=O)NC(=O)c1ccccc1	5	-0.1	-4	-0.2	-3	-4	8	-6	2
CC(=O)N/C(=C\c1ccc(F)cc1)C(=O)OCc1ccccc1	-9	1.5	8	0.1	4	0	-6	-1	4
O=C(Cc1ccccc1)N1CCN(S(=O)(=O)c2cccc([N+](=O)[O-])c2)CC1	-9	-2.1	0	0.0	-1	-2	-11	7	-2
O=C(CCn1nc(-c2ccccc2)ccc1=O)N1CCN(c2ccccn2)CC1	1	-0.5	0	0.3	0	-8	37	0	0
COc1ccc(CCNC(=O)C2CC(=O)N(C3CCCC3)C2)cc1OC (stereo unspecified)	0	1.7	-2	-0.1	-3	4	.	-3	2
Next section:
SMILES	procasp7 counter	PP5 primary	PP1 inh	Efflux pump inh	core dimer inh	CTSL1 counter	JMJD2C inh	TPT1 inh	procasp3 activ
O=C(Nc1cccnc1)c1c(F)c(F)c(F)c(F)c1F	-2	3.3	-4	-0.2	-3	-4	4	-2	8
COc1ccccc1NC(=O)Nc1ccnn1C1CCCCC1	-8	0.7	-2	0.0	-2	1	2	-3	9
CC1=C(C)CS(=O)N(c2ccc(S(N)(=O)=O)cc2)C1 (stereo unspecified)	-23	-1.9	-2	0.0	-1	0	-2	-2	-23
N#CC1=C(N)Oc2n[nH]c(-c3ccncc3)c2C1c1ccsc1 (stereo unspecified)	1	-1.3	-3	0.5	-2	2	17	1	-12
COc1cc(/C=C(/NC(=O)c2ccccc2)C(=O)N2CCN(C)CC2)c([N+](=O)[O-])cc1OC	-10	0.2	2	-0.1	-2	0	7	2	10
COc1cc(S(=O)(=O)Nc2ccccc2N2CCCCC2)ccc1NC(C)=O	0	2.6	-2	-0.4	.	.	-4	.	-3
Cc1nc(Cl)nc(N(C)c2ccccc2)c1[N+](=O)[O-]	-2	-0.4	0	0.2	-13	-2	-7	0	3
COc1ccc(N(C)S(=O)(=O)c2cccc(C(=O)OCC(=O)N(C)c3ccccc3)c2)cc1	9	.	.	-0.2	.	.	1	.	1
COc1cccc(C(=O)COC(=O)c2n[nH]c(=O)c3ccccc23)c1	4	1.3	-5	0.0	1	-2	0	-1	18
c1ccc(NC2=NCCN2CC2CCCCC2)cc1	10	0.3	-1	0.0	-6	-4	-4	-1	14
CC(NC(=O)c1ccc(OC2CCN(C(=O)c3cccnc3)CC2)cc1)C1CC1 (stereo unspecified)	-3	-11	-4	-0.1	-3	9	-8	2	-10
CSCC[C@H](NC(=O)OCc1ccccc1)C(=O)O	14	2.1	0	0.0	-3	1	-20	1	-1
COc1cc(NC(=S)N2CCN(c3ccccn3)CC2)cc(OC)c1OC	-20	0.8	-4	-0.1	-5	-7	-3	2	-9
O=c1[nH][nH]c(C(F)(F)F)c1C=Nc1ccc(Cl)cc1	-9	0.8	0	0.4	-4	-7	-2	-8	-7
O=C(CN(Cc1ccc(Cl)cc1)C(=O)CN1C(=O)COc2ccccc21)NC1CCCC1	13	-7.4	3	-0.1	-9	14	-3	0	4
COc1ccccc1N(CC(=O)NCC1CCCO1)C(=O)CCC(=O)Nc1nccs1 (stereo unspecified)	3	0.6	-1	0.0	-3	3	-3	-1	-12
Cc1cc(C(=O)N2CCN(c3ncccn3)CC2)c(C)o1	-10	4.5	-4	0.0	-5	-1	4	-1	-7

Screening results deposited in PubChem BioAssay by several laboratories.

Hits appear at their usual frequency; 2.9% or so of the library scored in one or more.
